SW480 rerep = A quantitative high throughput screen for small molecules that induce DNA re-replication in SW480 colon adenocarcinoma cells. AID 624297, 2012. SW480 DNA re-replication, Hoechst DNA content imaging, 48 h. actives 1.8% (n = 340,000). Potency, µM (doses to about 46.1 µM), for inactives: at the highest dose re-replication activation, usual class: activators; also: potency is read from the fitted curve at half-maximal effect; % of control where 0% means no effect; nearly all actives have a fitted effect of over 55% in size
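Image-based DNA-content assay: after two days of treatment, nuclei were labelled with the DNA dye Hoechst and imaged, and hits were compounds raising the count of nuclei showing high fluorescence intensity.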
IL1B secr inh = qHTS for Inhibitors of Inflammasome Signaling: IL-1-beta AlphaLISA Primary Screen; THP-1 LPS/ATP IL-1B secretion, AlphaLISA, 16 h; hits give low values; activity change, % at 57.5 µM; actives 4.7% (n = 360,000); in the data active = activity change below about -50%; inconclusive = mostly about -30% to -49%; also: % is scaled to controls: 0 for no effect and ±100 for the full control effect
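Secreted IL-1B measured by AlphaLISA bead assay after 16 h compound exposure of THP-1 cells; compounds (final up to 57.5 uM) added 1 h before LPS (250 ng/mL) and ATP (1.25 mM) stimulation; lower signal means less secretion.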
KB-V1 MDR tox = qHTS assay for MDR1-selective chemotherapeutics: Primary screen using the drug-selected MDR subline cells KB-V1; Potency, µM (highest dose often 46.1 µM), inactives show at the top dose activity change, negative = cytotoxicity, most hits filed as cytotoxic; KB-V1 MDR cells viability, CellTiter-Glo, 72 h; actives 3.4% (n = 400,000); AID 1347076, 2019; also: potency is read from the fitted curve at half-maximal effect; % is scaled to controls: 0 for no effect and ±100 for the full control effect; nearly all actives have a fitted effect of over 60% in size
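qHTS viability screen in drug-selected KB-V1 MDR cells: 72 h compound treatment at 37 degrees C, ATP luminescence end point.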
HT1080NT lethal = qHTS for induction of synthetic lethality in tumor cells producing 2HG: qHTS for the HT-1080-NT fibrosarcoma cell line | HT-1080-NT fibrosarcoma viability, CellTiter-Glo ATP luminescence, 48 h | Potency, µM (top dose mostly 46.1 µM), inactives show at the top dose activity, negative = less viability, hits mostly cytotoxic | actives 1.6% (n = 360,000) | AID 686970, 2013;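 also: NT is the 2HG producing partner of a matched IDH1 knockdown line; potency is read from the fitted curve at half-maximal effect; 0% = DMSO-treated cells and -100% = media-only wells without cells; nearly all actives have a fitted effect of over 55% in size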
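Toxicity toward the 2HG-producing NT line was scored as %Activity, normalised to DMSO and no-cell wells, from CellTiter-Glo luminescence after 48 hours' treatment.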
GLP1R ag = qHTS of GLP-1 Receptor Agonists; HEK293 GLP-1R CRE-luciferase, luminescence, 4-6 h; cells express a hypersensitive GLP-1R form; actives 0.007% (n = 380,000); Potency, µM (titrated, usually from 45.6 µM), without a hit: at the highest dose activation, hits mostly activators; Glucagon-like peptide 1 receptor (Homo sapiens), P43220; also: potency is read from the fitted curve at half-maximal effect; % of control where 0% means no effect
HT1080 IDH1KD tx = qHTS for induction of synthetic lethality in tumor cells producing 2HG: qHTS for the HT-1080-IDH1KD cell line; HT-1080 IDH1 knockdown viability, ATP luminescence, 48 h; Potency, µM (doses to about 46.1 µM), for inactives: top-dose activity, negative = toxicity, usual class: cytotoxic; actives 2% (n = 360,000);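 also: potency is read from the fitted curve at half-maximal effect; 0% = DMSO wells and -100% = cell-free medium wells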
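% activity derives from luminescence (CellTiter-Glo), normalised to DMSO and no-cell wells. HT-1080-IDH1KD cells, 750/well, had 48 h compound exposure at 37 °C.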
DRD3 antagonist = qHTS of D3 Dopamine Receptor Antagonist: qHTS; D(3) dopamine receptor (Homo sapiens), P35462; D3R cells, DiscoveRx beta-arrestin luminescence, antagonist mode; hits give low values; actives 2.5% (n = 360,000); AID 652054, 2013; max response, negative = inhibition, %; in the data active = max response below about -50%; inconclusive = no clear call, values can overlap the other calls; also: % is scaled to controls: 0 for no effect and ±100 for the full control effect; mostly tested at two doses, the higher about 12 µM
Target sequence (P35462 whole entry, looked up): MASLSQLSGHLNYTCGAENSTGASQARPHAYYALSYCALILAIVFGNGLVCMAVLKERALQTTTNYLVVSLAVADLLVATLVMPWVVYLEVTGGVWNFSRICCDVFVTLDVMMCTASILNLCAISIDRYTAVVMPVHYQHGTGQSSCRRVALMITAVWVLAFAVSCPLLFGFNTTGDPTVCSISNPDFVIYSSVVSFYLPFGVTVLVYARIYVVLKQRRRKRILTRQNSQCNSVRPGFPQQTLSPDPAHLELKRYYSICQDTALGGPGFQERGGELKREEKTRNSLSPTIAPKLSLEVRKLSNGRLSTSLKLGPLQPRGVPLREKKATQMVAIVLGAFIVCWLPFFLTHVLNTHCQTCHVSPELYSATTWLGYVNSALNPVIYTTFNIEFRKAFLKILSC
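Cells expressing the human receptor were seeded at 1500 cells/well, incubated overnight at 37 degrees C in 5% CO2, then exposed to library compounds with dopamine controls for 90 minutes at 37 degrees C before luminescent detection.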
KB-3-1 tox = qHTS assay for MDR1-selective chemotherapeutics: Primary screen using the parental adenocarcinoma cell KB-3-1. KB-3-1 viability, CellTiter-Glo ATP luminescence, 72 h. Potency, µM (highest dose often 46.1 µM), for the others: at the highest dose activity change, negative = cytotoxic, most hits filed as cytotoxic. actives 1.4% (n = 400,000); also: potency is read from the fitted curve at half-maximal effect; % is scaled to controls: 0 for no effect and ±100 for the full control effect; nearly all actives have a fitted effect of over 60% in size
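Screening of KB-3-1 cells (DMEM, 10% FBS, phenol-red free) ran from lowest to highest compound concentration; after 72 h at 37 °C viability was read luminescently and curves fitted.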
D3 ag = qHTS of D3 Dopamine Receptor Agonist: qHTS | max activation, % | D3R DiscoveRx beta-arrestin cells, luminescence, 90 min | D(3) dopamine receptor (Homo sapiens), P35462 | actives 0.58% (n = 410,000); in the data active = max activation above about 30%; also: 0% is about no effect; mostly tested at two doses, the higher about 12 µM
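Cells at 1500/well, incubated overnight, then treated with pinned compounds (dopamine as control) for 90 min at 37 degrees C. DiscoveRx reagent added for 30 - 60 minutes at room temperature; luminescence read.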
Active calls of the source: *; ? = inconclusive; nt = not tested or not shown; & = joins results of further samples; [ ] = another dose, or the depositor's remark. Unless noted, calls follow the shape of the dose curve; as a rule, active = well fitted curve in the direction sought with a large enough effect; inconclusive = small, poorly fitted or top-dose-only effect, or another doubt; inactive = no such curve, though single readings can be large; an effect the other way counts as inactive or inconclusive.

Value order – SW480 rerep	IL1B secr inh	KB-V1 MDR tox	HT1080NT lethal	GLP1R ag	HT1080 IDH1KD tx	DRD3 antagonist	KB-3-1 tox	D3 ag
1	CCOc1ccc(CN2CCNC(=O)C2CC(=O)OC)cc1 (configuration not stated)
    -10%	13	-7%	4%	4%	-4%	8	-1%	-6
2	CC(=O)Nc1cc(C(C)C)c(O)c(C(C)C)c1
    3%	-2	19%	0%	8%	-3%	11	16%	7
3	Cc1ccccc1NC(=O)NCc1ccccn1
    1%	-11	0%	20%	5%	5%	-30	-1%	-7
4	Cn1cnnc1SCC(=O)c1ccc2c(c1)OCCO2
    ?	-13	0%	1%	5%	-3%	-13	4%	-8
5	O=C(COc1ccccc1O)NC1CCCC1
    -406%[inhibitor]	-5	18%	5%	13%	4%	2	20%	9
6	COCCCN1C(=O)C(CC(=O)NCCc2ccccn2)CC(C(=O)N(C(C)C)C(C)C)=C1C (configuration not stated)
    nt	?	-6%	18%	5%	16%	14	0%	7
7	CCOC(=O)c1cnc2nc(C)nn2c1N
    -4%	-4	0%	17%	0%	17%	-20	10%	-12
8	CNC(=O)c1c(O)c2cccc3c2n(c1=O)CC3
    17%[9.22 µM]	-8	-19%	18%	-3%	13%	-20	?	-5
9	COc1ccc(NC(=O)N2CCC(c3nc4ccccc4[nH]3)CC2)cc1
    -22%	0	2%	-8%	0%	-8%	-6	8%	8
10	CCCC[C@H]1COCCS(=O)(=O)N1Cc1cccc(Cl)c1
    -1%	0	?	-2%	-3%	-6%	6	11%&-7%	2
11	CCCCn1nnnc1C(c1cc2ccccc2o1)N1CCCC1 (configuration not stated)
    nt	18	?	0%	18%	6%	-13	1%	0

Part of the list above, as a markdown table.
| nr | Molecule | SW480 rerep | IL1B secr inh | KB-V1 MDR tox | HT1080NT lethal | GLP1R ag | HT1080 IDH1KD tx | DRD3 antagonist | KB-3-1 tox | D3 ag |
| --- | --- | --- | --- | --- | --- | --- | --- | --- | --- | --- |
| 6 | COCCCN1C(=O)C(CC(=O)NCCc2ccccn2)CC(C(=O)N(C(C)C)C(C)C)=C1C (configuration not stated) | nt | ? | -6% | 18% | 5% | 16% | 14 | 0% | 7 |
| 7 | CCOC(=O)c1cnc2nc(C)nn2c1N | -4% | -4 | 0% | 17% | 0% | 17% | -20 | 10% | -12 |
| 3 | Cc1ccccc1NC(=O)NCc1ccccn1 | 1% | -11 | 0% | 20% | 5% | 5% | -30 | -1% | -7 |
| 5 | O=C(COc1ccccc1O)NC1CCCC1 | -406%[inhibitor] | -5 | 18% | 5% | 13% | 4% | 2 | 20% | 9 |

Screening data: PubChem BioAssay, National Center for Advancing Translational Sciences (NCATS)
